Screening data deposited in PubChem BioAssay by SRMLSC.
SK-BR-3 tox 24h: SK-BR-3 proliferation inhibitors | SK-BR-3 viability, CellTiter-Glo ATP luminescence, 24 h; stronger effect = lower value | AID 847 | viability, % at 10 µM | hit rate 0.47% among 41,000;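 active means viability at or below the median of all test compounds minus 3 SD, in both replicates if run twice, cut at about 45% in these data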;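 further: 100% = median untreated cell wells and 0% = median positive control drug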
* = called active by the depositor. A portion of the library; rates above refer to the full screens.

molecule	SK-BR-3 tox 24h
O=C(c1ccccc1)c1nc[nH]c1C(=O)Nc1ccccc1	87
CCCOC(=O)C1C2C=C[C@]3(CN(CCc4ccccc4)C(=O)[C@H]13)O2 (stereo not given in full)	92
COc1ccccc1N1CCN(C(CNC(=O)c2ccc3c(c2)OCO3)c2cccnc2)CC1 (stereo not given)	97
COc1ccc(OCC(=O)Nc2ccc3c(c2)nc2n3CCSC2)cc1	105
Cc1cccc2cc(COC(=O)C(C)(C)C)c(=O)[nH]c12	107
O=C(Nc1ccon1)c1sc2ccccc2c1Cl	122
CC(C)OC(=O)c1nnn(-c2nonc2N)c1CN1CCc2ccccc2C1	131
O=C(CN1C(=O)C2C3C=CC(C3)C2C1=O)Nc1cccc2c1CCCC2 (stereo not given)	84
CCOC(=O)C1C(c2cccs2)NC(=O)NC1(O)C(F)(F)F (stereo not given)	107
CCCn1nc(NC(=O)c2ccco2)c2cc3ccc(C)cc3nc21	86
O=C1CC(C(=O)Nc2ccc(Br)cc2)C2(CCCC2)O1 (stereo not given)	89
COC(=O)C1=C(C)NC(C)=C(C(=O)OC)C1C1CC=CCC1 (stereo not given)	76
CN1/C(=C/C(=O)C2CCC2)Sc2ccccc21	69
N#CC1=C(N)C2=C(N3CCCCC3)CCCC2C1(C#N)C#N (stereo not given)	87
CCCC(=O)Nc1ccc(NC(=O)C23CC4CC(CC(C4)C2)C3)cn1	95

Reprinted from the results shown (two entries):
molecule	SK-BR-3 tox 24h
O=C(c1ccccc1)c1nc[nH]c1C(=O)Nc1ccccc1	87
CCCOC(=O)C1C2C=C[C@]3(CN(CCc4ccccc4)C(=O)[C@H]13)O2 (stereo not given in full)	92

(more compounds)
molecule	SK-BR-3 tox 24h
O=C(CC1SC(=O)N(c2ccccc2)C1=O)Nc1ccccc1 (stereo not given)	95
CCOC(=O)C1(CC)NC(c2cccc(F)c2)C2C(=O)N(CC)C(=O)C21 (stereo not given)	153
COc1ccccc1OCCSc1ncnc2nc[nH]c12	93
COc1ccc(NC(=O)c2ccc(CN3CCN(c4ccccc4)CC3)cc2)cc1	98
COc1cccc2cc(C(=O)N3CCN(c4ncccn4)CC3)c(=O)oc12	100
Cc1cc(=O)[nH]c2cc(Cl)ccc12	115
CCCn1nnc(NC(=O)c2ccc(Cl)cc2Cl)n1	114
CCCc1c(O)nc(SC2CC(=O)N(c3cc(OC)ccc3OC)C2=O)[nH]c1=O (stereo not given)	112
Cc1ccc(CN(Cc2cccnc2)C(=O)CN2C(=O)COc3ccccc32)o1	62
COc1ccc(C(=O)n2nc(-c3ccc(Cl)cc3)nc2N)cc1OC	86
COc1ccccc1NC(=O)CSc1ncn[nH]1	78
Cc1cccc(C2CC(c3ccc(Br)cc3)Nc3nc(N)nn32)c1 (stereo not given)	103
COc1ccc(S(=O)(=O)Nc2nc(C(F)(F)F)cs2)cc1	116
COc1n[nH]c2nncnc12	93
CN1CCN(C(=O)c2cc(-c3ccccc3)on2)CC1	100
COC(=O)CSc1nc2cc(C)cc(C)c2cc1C#N	119
O/N=C1\CC2(Cc3nonc31)OCCO2	113
COC(=O)c1[nH]c2ccc(Br)cc2c1NC(=O)CN1CCN(C2CCCCC2)CC1	87
Oc1ccc(-c2n[nH]c(=S)n2Cc2ccccc2)cc1	67
Clc1ccc(SCCCCn2ccnc2)cc1	90
Cc1nc(N[C@@H](Cc2c[nH]c3ccccc23)C(=O)O)c2oc3ccccc3c2n1	128
Cn1c(=O)c2c(nc(CN3CCc4ccccc4C3)n2Cc2ccccc2)n(C)c1=O	67
Cc1cc2nc(C)n(CCCNC(=O)Nc3ccc(C#N)cc3)c2cc1C	64
CCc1ccc2oc(=O)cc(CN(C)Cc3ccccc3)c2c1	83
CCN(CC)C(=O)CSc1nc(O)cc(=O)n1C	86
Cc1noc(C)c1C(=O)NCc1cccs1	106
Cn1c(=O)oc2cc(S(=O)(=O)N3CCC4(CC3)OCCO4)ccc21	78
COc1ccc(-c2csc(Cc3nnc4n3CCCCC4)n2)cc1	78
CC(C)c1ccc(NC(=O)C2CCN(S(C)(=O)=O)CC2)cc1	103
COc1ccc(C(=O)N2CCN(C(C)=O)CC2)cc1S(=O)(=O)NCc1ccc(Cl)cc1	88

Five entries drawn at random from the list so far:
molecule	SK-BR-3 tox 24h
COc1ccccc1NC(=O)CSc1ncn[nH]1	78
COC(=O)c1[nH]c2ccc(Br)cc2c1NC(=O)CN1CCN(C2CCCCC2)CC1	87
Cc1cc(=O)[nH]c2cc(Cl)ccc12	115
CCCc1c(O)nc(SC2CC(=O)N(c3cc(OC)ccc3OC)C2=O)[nH]c1=O (stereo not given)	112
Cc1cc2nc(C)n(CCCNC(=O)Nc3ccc(C#N)cc3)c2cc1C	64

(cont.)
molecule	SK-BR-3 tox 24h
O=c1[nH]c(SCCOc2ccccc2)nc2ccccc12	87
Cn1c(=O)c2c(nc(CN3CCOCC3)n2Cc2ccccc2)n(C)c1=O	86
COc1ccc(-c2cc(N3CCCC3)n3ncnc3n2)cc1	72
CS(=O)(=O)N1CCN(c2ccccc2NC(=O)c2cccs2)CC1	98
CC(C)(C)NC(=O)Cn1c(SCC(=O)NC2CCCCC2)nc2ccccc21	64
COc1cc(NC(=O)C2CCN(S(=O)(=O)c3ccc(Cl)cc3)CC2)ccc1-n1cnnn1	83
CCn1c(CNc2ccccc2Cl)nnc1SCC(=O)NCc1ccccc1	88
Cc1ccccc1N1C(=O)[C@@H]2Cc3ccccc3CN2C1=O	85
CCCCC(=O)Nc1ncc2c(n1)CC(C)(C)CC2=O	114
Cc1nnc(SCc2ccccc2C#N)n1-c1ccccc1	106
COc1ccccc1CC1(C)NC(=O)N(CC(=O)N2CC(C)OC(C)C2)C1=O (stereo not given)	88
COc1ccc(S(=O)(=O)N2CC(C)N(S(=O)(=O)c3ccc(OC)cc3)CC2C)cc1 (stereo not given)	79
COC(=O)Cc1[nH]nc2c1C1(CCSCC1)C(C#N)=C(N)O2	84
CCO/C(C)=N/n1c2nc3ccccc3nc2c2c(=O)n(Cc3ccccc3Cl)c(C)nc21	87
O=S(=O)(NCc1ccccc1)c1ccc(S(=O)(=O)N(Cc2ccccn2)Cc2ccco2)cc1	58
CCS(=O)(=O)N1CCCC(C(=O)NC2CCCCC2)C1 (stereo not given)	83
O=C(c1ccncc1)N1CCN(C(=O)c2ccncc2)CC1	87
COC(=O)NCC1(C)CC(NC(=O)OC)CC(C)(C)C1 (stereo not given)	96
CCOc1ccc(N2C(=O)CC(N3CCN(C4CCc5ccccc5C4)CC3)C2=O)cc1 (stereo not given)	94
c1ccc(-c2nn3c(C4CCCCC4)nnc3s2)nc1	84
CNC(=O)Nc1ccccc1C(=O)NCc1ccccc1	85
N#Cc1nc(-c2cccs2)oc1NCc1ccco1	93
O=C(NCc1ccc(Cl)cc1)c1noc2c1CCCCC2	77
COC(=O)c1ccccc1NC(=O)COC(=O)c1cccnc1	73
COC(=O)c1cc(Br)ccc1OC(=O)c1cccnc1	118
COc1ccc(Oc2coc3cc(OC(=O)N4CCOCC4)ccc3c2=O)cc1	95
CCOC(=O)n1c(SCC(=O)N(CC)CC)nc2ccccc21	96
Cc1nc(SCC(=O)Nc2ccnc3ccccc23)n[nH]1	94
Cc1ccccc1OCc1nnc(SCC(=O)Nc2ccc3c(c2)OCO3)n1C	64
COc1cc(C2N(c3cc(C)on3)C(=O)C3CCCN32)cc(OC)c1OC (stereo not given)	95
CCCN(CCC)S(=O)(=O)c1ccc(C(=O)O)cc1	101
COc1ccc(N2C(=O)CC(NCc3cccc(F)c3)C2=O)cc1 (stereo not given)	104
CCn1nnnc1-c1ccc(OC)c(S(=O)(=O)NCc2ccccc2)c1	97
O=C(c1cc(-c2ccc(Cl)c(Cl)c2)on1)N1CCN(c2ccccc2)CC1	69
CCOc1ccc(/C(O)=C2/C(=O)C(=O)N(Cc3cccnc3)C2c2ccc(N(C)C)cc2)c(C)c1 (stereo not given)	52
COc1ccc2nc(/N=C\N(C)C)sc2c1	143
COCCn1nnnc1C(c1cc(OC)ccc1OC)N1CCc2ccccc2C1 (stereo not given)	111
CCn1c(SCC(=O)c2ccc(NS(=O)(=O)c3ccccc3)cc2)nnc1-c1cccs1	85
CCC(=O)Nc1cc(C)c(NC(=O)C23CC4CC(CC(C4)C2)C3)cn1	89
O=C(Oc1cccc(-n2cnnn2)c1)c1sc2ccccc2c1Cl	89
COc1cccc(-c2cc(C(=O)Nc3cnn(Cc4ccc(F)cc4)c3)no2)c1	90
COc1cc(C2N=C(c3ccccc3)NO2)cc(Br)c1O (stereo not given)	94
NC(=O)CSc1c[nH]c2ccccc12	94
CN(C)S(=O)(=O)N1CCN(C(=O)c2ccccc2Cl)CC1	93
Cc1ccc2c(c1)cc(C)c1nnc(SCC(=O)NCc3ccco3)n12	70

(list continues)
canonical_smiles | SK-BR-3 tox 24h
COc1cccc2sc(Nc3nnc(-c4cccs4)o3)nc12 | 92
Cc1cc(C)n(-c2nncn2/N=C/c2ccccc2F)n1 | 98
COc1cc(C(c2nnnn2C(C)(C)C)N2CCN(c3nc4ccccc4s3)CC2)ccc1O (stereo not given) | 103
Cc1ccc(-c2cc(C(=O)NCc3ccco3)no2)cc1 | 79
CCCC(c1nnnn1Cc1ccccc1)N1CCC(C(N)=O)CC1 (stereo not given) | 98
Cc1cc(-n2nc(C)cc2C)n2ncc(-c3ccccc3)c2n1 | 100
CC(C)CNS(=O)(=O)c1ccc(CCC(=O)N2CCN(Cc3ccccc3)CC2)cc1 | 88
CCOc1ccc(-c2n[nH]c(C)c2Oc2ccccc2OC)c(O)c1 | 77
O=S(=O)(Nc1ccc2c(c1)OCCO2)c1cccs1 | 85
Cc1ccc(C(=O)O)c(C(=O)Nc2nc(C)cs2)c1 | 95
O=C1C=C(O)CC(c2ccco2)C1 (stereo not given) | 82
CCc1nc2ccccc2c(=O)n1NC(=O)c1c(O)c2ccccc2[nH]c1=O | 91
COCc1nn2c(N)c(C#N)cnc2c1-c1ccccc1 | 95
O=C(CSc1ccc(Cl)cc1)c1ccco1 | 132
CCOC(=O)c1c[nH]c2c3c(ccc2c1=O)CCCC3 | 79

Five structures out of the list, arranged by count of non-hydrogen atoms, highest first.
canonical_smiles | SK-BR-3 tox 24h
Cc1cc(-n2nc(C)cc2C)n2ncc(-c3ccccc3)c2n1 | 100
COc1cccc2sc(Nc3nnc(-c4cccs4)o3)nc12 | 92
Cc1ccc(-c2cc(C(=O)NCc3ccco3)no2)cc1 | 79
CCOC(=O)c1c[nH]c2c3c(ccc2c1=O)CCCC3 | 79
Cc1ccc(C(=O)O)c(C(=O)Nc2nc(C)cs2)c1 | 95

The results go on:
canonical_smiles | SK-BR-3 tox 24h
Cc1cc(NC(=O)c2oc3ccccc3c2C)ccc1-n1cnnn1 | 65
COCc1cc(C)nc2sc(C(=O)OC(C)C)c(N)c12 | 74
COC(=O)c1[nH]c2cc(OC)ccc2c1NC(=O)c1ccc2c(c1)OCO2 | 99
CCS(=O)(=O)N1CCN(Cc2nc3ccccc3c(=O)[nH]2)CC1 | 99
O=C(CN1CCOCC1)N1CCCc2c1c(=O)oc1ccc(OCc3ccccc3)cc21 | 87
CCOC(=O)c1cnc(-n2nc(C)cc2C)nc1NCc1ccc2c(c1)OCO2 | 74
CCOc1ccc2nc(NC(NC(=O)CC)(C(=O)OC)C(F)(F)F)sc2c1 (stereo not given) | 80
CCn1c(=O)n(CC(=O)N2CCN(c3ccccc3F)CC2)c(=O)c2ccccc21 | 77
COc1ccc(/C(O)=C2/C(=O)C(=O)N(CCN(C)C)C2c2ccc(OC)c(OC)c2)c(C)c1 (stereo not given) | 88
COc1ccc(CNC(=O)c2noc3c2CCCCC3)cc1 | 76
CCN=C(Nc1cccc(F)c1)SC1CC(=O)N(c2ccc(OC)cc2)C1=O (stereo not given) | 53
CCN1CCN(S(=O)(=O)c2cc(OC)ccc2OC)CC1 | 89
O=C(O)CCc1ccc(-c2cccs2)n1NC(=O)c1ccccc1Br | 79
CN(C)c1ccc(-c2nnc(-c3ccc(S(=O)(=O)C(F)F)cc3)o2)cc1 | 107
OCCNc1ncnc2c1c(-c1ccccc1)c(-c1ccccc1)n2Cc1ccco1 | 81

The last 2 compounds of the part before come first, to join the parts:
canonical_smiles | SK-BR-3 tox 24h
CN(C)c1ccc(-c2nnc(-c3ccc(S(=O)(=O)C(F)F)cc3)o2)cc1 | 107
OCCNc1ncnc2c1c(-c1ccccc1)c(-c1ccccc1)n2Cc1ccco1 | 81
CCOc1ccccc1OCC(=O)Nc1nnc(COC)s1 | 90
CCOCCCNC(=O)c1ccccc1SCC | 100
O=C(C(c1ccccc1)N1CCOCC1)N1CCOCC1 (stereo not given) | 102
CC(=O)c1c(N2CCCCC2)nc(=O)n(-c2ccccc2)c1C | 111
CCOC(=O)CCCCC(=O)c1[nH]c(=O)[nH]c1CSc1nc(-c2ccccc2)c(C#N)c(=O)[nH]1 | 123
COc1ccc(-c2nnc(SCC(=O)OC3CCCCC3)o2)cc1OC | 82
CCOC(=O)C1/C(=N\O)CC(C)(O)C(C(=O)OCC)C1c1ccc(OC)c(OC)c1 (stereo not given) | 116
COc1ccc(NC(=O)C2CCC(C)(C(=O)O)C2(C)C)cc1 (stereo not given) | 95
CCC1c2ccc(C)n2CCN1C(=O)Nc1ccccc1C(=O)OC (stereo not given) | 91
N#Cc1ccc(Sc2nc3ccccc3[nH]2)cc1C#N | 91
Cc1nn2c(N3CCCC3)cc(C(C)C)nc2c1-c1ccccc1 | 65
CCOc1cccc(NC(=O)CC#N)c1 | 94
COC(=O)C1=C(C)NC(=O)C1(Nc1nccs1)C(F)(F)F (stereo not given) | 80
CS(=O)(=O)Nc1ccc2c(c1)nc1n2CCOC1 | 91
CC(=O)Nc1ccc(S(=O)(=O)N2CCN(CC(=O)NC3CCCC3)CC2)cc1 | 97
Cc1cc(C)c2cc(CN(CC3CCCO3)C(=O)NC3CCCCC3)c(=O)[nH]c2c1 (stereo not given) | 77
O=C(Nc1ccc(Cl)cc1)Nc1ccc(N2CCOCC2)cc1 | 96
